MBD2 DNA inh = inhibitors of MBD2 binding to methylated DNA, primary screen, biochemical, TR-FRET, DNA-binding domain, human; Methyl-CpG-binding domain protein 2 (Homo sapiens), Q9UBB5; MBD2 binding to methylated oligonucleotide; inhibition, % at 4.4 µM; hit rate 0.31% among 370,000; AID 686964, 2013; in the data active = inhibition above about 13%
Target sequence (Q9UBB5 whole entry, looked up, the tested form may be a part): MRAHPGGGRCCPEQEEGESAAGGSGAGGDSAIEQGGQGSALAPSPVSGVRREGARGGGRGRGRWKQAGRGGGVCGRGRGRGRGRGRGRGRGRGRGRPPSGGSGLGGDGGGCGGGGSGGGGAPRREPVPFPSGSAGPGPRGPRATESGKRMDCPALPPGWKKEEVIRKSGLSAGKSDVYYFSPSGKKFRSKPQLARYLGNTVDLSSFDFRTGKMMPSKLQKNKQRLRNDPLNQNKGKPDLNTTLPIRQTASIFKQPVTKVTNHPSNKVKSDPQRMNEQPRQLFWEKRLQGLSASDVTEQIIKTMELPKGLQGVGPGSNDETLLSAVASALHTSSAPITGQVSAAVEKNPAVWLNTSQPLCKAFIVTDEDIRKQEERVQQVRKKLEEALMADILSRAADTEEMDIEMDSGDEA
TCR CD3 inh = inhibitors of human TCR-CD3 interaction, primary screen, biochemical, fluorescence, TAMRA-labeled TCR probe. T-cell receptor (TCR). inhibition, % at 9.4 µM. hit rate 0.37% among 360,000. AID 651800, 2012; in the data active = inhibition above about 19%;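 also: recombinant mutant TCR 2C K166C tagged with TAMRA read by polarization; 0% = receptor in buffer alone and 100% = receptor with positive control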
ABHD4 inh = ABHD4 inhibitors, primary screen, biochemical, fluorescence polarization, mouse. (Lyso)-N-acylphosphatidylethanolamine lipase (Mus musculus), Q8VD66. purified mABHD4, FP-Rh probe fluorescence polarization. inhibition, % at 8.92 µM. hit rate 0.54% among 370,000;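 active = inhibition exceeding the mean over every tested compound plus 3 SD, cut at about 30% in these data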;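 also: 0% = plate median of compound wells and 100% = S159A mutant with DMSO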
Target sequence (Q8VD66 whole entry, looked up): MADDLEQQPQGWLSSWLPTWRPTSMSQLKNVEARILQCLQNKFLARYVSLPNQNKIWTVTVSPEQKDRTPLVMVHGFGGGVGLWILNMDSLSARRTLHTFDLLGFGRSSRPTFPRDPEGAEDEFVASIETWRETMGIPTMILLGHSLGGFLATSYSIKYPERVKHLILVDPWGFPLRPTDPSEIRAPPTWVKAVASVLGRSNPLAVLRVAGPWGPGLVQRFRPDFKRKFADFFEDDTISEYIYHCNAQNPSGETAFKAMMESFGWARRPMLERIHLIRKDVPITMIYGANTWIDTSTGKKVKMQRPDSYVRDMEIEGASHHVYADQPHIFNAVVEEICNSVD
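Assay system: wild-type mouse ABHD4 protein; compound: single nominal dose of 8.92 µM, 0.89% DMSO final; schedule: 45 min + 60 min at 25 °C; measured by: FP readout, ex 525 nm / em 598 nm; evaluation: % inhibition of FP-Rh probe binding versus controls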
UHRF1 binding = UHRF1 methylated DNA binding inhibitors, primary screen, counter-screen for MBD2 inhibitor project, biochemical, TR-FRET, human UHRF1, single concentration | E3 ubiquitin-protein ligase UHRF1 (Homo sapiens), Q96T88 | UHRF1 binding to methylated oligo | inhibition, % at 4.4 µM | hit rate 0.75% among 370,000; in the data active = inhibition above about 21%;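 also: UHRF1 SRA domain binding a hemimethylated CpG hairpin DNA probe; 0% = median of test compound wells and 100% = reference inhibitor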
SIAE primary = human SIAE inhibitors, primary screen, biochemical, fluorescence polarization, FP-Rh probe, 1536-well HTS; Sialate O-acetylesterase (Homo sapiens), Q9HAT2; SIAE FP-Rh probe binding; inhibition, % at 9.66 µM; hit rate 0.69% among 370,000; AID 1053197, 2014;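 active = inhibition above a cutoff: mean of compounds within the control limits plus 3 SD of those, cut at about 17% in these data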;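 also: 0% = plate median of compound wells and 100% = probe without SIAE protein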
GC-B act = human GC-B receptor activators, primary screen, HEK293 GC-B cells, cGMP TR-FRET, EC30 CNP; Atrial natriuretic peptide receptor 2 (Homo sapiens), P20594; 0% at EC30 CNP, 100% saturating CNP; activation, % at 10 µM; hit rate 0.11% among 370,000;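 active = activation at 10 µM reaching about 35% in either raw or pattern-adjusted values, limit read from the data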
NPR1 activator = GC-A stimulated cGMP production enhancers – HEK293 GC-A cells, cGMP TR-FRET, EC30 ANP, primary screen | 0% at EC30 ANP, 100% saturating ANP | activation, % at 10 µM | hit rate 0.14% among 370,000 | AID 1671463, 2021; in the data active = activation above about 40%
PRMT1 FP inh = PRMT1 methyltransferase inhibitors, primary screen, biochemical, fluorescence polarization | Protein arginine N-methyltransferase 1 (Homo sapiens), Q99873 | recombinant PRMT1, activity-based probe fluorescence polarization | inhibition, % at 2.79 µM | hit rate 1.3% among 370,000;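 active = inhibition above about 21% made by adding two undisclosed values, limit read from the data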
Target sequence (Q99873 whole entry, looked up): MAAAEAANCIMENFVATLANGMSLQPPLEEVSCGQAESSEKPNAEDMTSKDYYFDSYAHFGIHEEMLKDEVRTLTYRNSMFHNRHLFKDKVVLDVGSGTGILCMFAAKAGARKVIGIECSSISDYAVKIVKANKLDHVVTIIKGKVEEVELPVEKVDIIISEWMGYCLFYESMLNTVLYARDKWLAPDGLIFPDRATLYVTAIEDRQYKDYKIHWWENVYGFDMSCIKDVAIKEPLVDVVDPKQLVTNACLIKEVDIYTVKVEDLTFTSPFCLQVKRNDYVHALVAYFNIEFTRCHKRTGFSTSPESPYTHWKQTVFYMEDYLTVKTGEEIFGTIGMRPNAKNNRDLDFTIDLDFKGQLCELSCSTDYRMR
HTRA1 inh = HTRA1 serine protease inhibitors, primary screen, biochemical, fluorescence polarization, HTS | Q92743 | inhibition, % at 5.96 µM | recombinant HTRA1, FP-rhodamine activity-based probe | hit rate 0.5% among 340,000 | AID 504803, 2011; in the data active = inhibition above about 36%;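 also: 0% = enzyme with DMSO and 100% = wells lacking enzyme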
rCAG RNA binder = binders of r(CAG) RNA repeats, primary screen, biochemical, fluorescence; r(CAG) RNA repeat, TO-PRO-1 dye displacement fluorescence; inhibition, % at 3 µM; hit rate 1.3% among 370,000; AID 651821, 2012;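 active = inhibition above the plate cutoff, the mean of all test compounds on that plate plus 3 SD, cut at about 35% in these data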;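 also: 0% = DMSO alone and 100% = 100 µM mitoxantrone as full dye displacement; higher means more dye released from RNA so lower well fluorescence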
The depositor's hits bear a star; x = no result given. This is a subset (hit frequency here may not be typical).

SMILES | MBD2 DNA inh | TCR CD3 inh | ABHD4 inh | UHRF1 binding | SIAE primary | GC-B act | NPR1 activator | PRMT1 FP inh | HTRA1 inh | rCAG RNA binder
O=C(CN(C(=O)CNS(=O)(=O)c1ccccc1)C1CCCC1)NCC1CCCO1 (stereo not given) | 5 | -11 | -7 | -1 | -7 | 6 | 0 | 4 | -1 | -1
CC1CCN(CCCNC(=O)CCCNC(=O)Cn2cnc3sc4c(c3c2=O)CCCC4)CC1 | -5 | 3 | 3 | -2 | 4 | -2 | 0 | -3 | 7 | -5
O=C(CNS(=O)(=O)c1ccc(Br)s1)NCc1ccc(F)cc1 | 1 | 1 | 4 | 0 | -7 | 3 | 2 | 0 | 1 | 2
Cn1c(NCCCN2CCOCC2)nc2c1c(=O)n(Cc1ccc(Cl)cc1)c(=O)n2C | 3 | 2 | 8 | 2 | 0 | 2 | 2 | 1 | -1 | 3
COc1ccc(S(=O)(=O)N(C)CC(=O)Nc2cccc(C(C)=O)c2)cc1 | 0 | 11 | -9 | 0 | 3 | 1 | 2 | 0 | 3 | -3
CCOC(=O)[C@@H]1[C@H]2COc3ccccc3[C@@H]2N2C(=O)N(c3cccc(F)c3)C(=O)[C@@]12C | -1 | -1 | 0 | 3 | 2 | 1 | -5 | 2 | 2 | -4
C/C(CC(=O)N1CCCC1)=N\NC(=O)c1cc2ccccc2cc1O | 2 | 6 | 36* | -3 | 17* | 2 | -1 | 2 | 48* | 38*
CC1CCCCN1Cc1ccc(N(C)C)cc1 (stereo not given) | -4 | 11 | -3 | -2 | 8 | 1 | -1 | -3 | -1 | -4
CC(C)c1ccc(/C=C(/C#N)c2nnc(NC(=O)c3ccccc3)s2)cc1 | -4 | 8 | -8 | -1 | -1 | 11 | 12 | 1 | -5 | 2
COc1ccc(N(CC(=O)N2CCN(Cc3ccccc3)CC2)S(=O)(=O)c2ccccc2)cc1 | 0 | -2 | -5 | 3 | -2 | 3 | -5 | 2 | -27 | -9
Cc1ccnc(SCc2nc3ccccc3s2)n1 | 3 | 9 | -3 | -2 | 4 | -7 | 6 | -1 | -1 | 1
CC(NC(=O)CCc1nnc(-c2ccccc2)o1)c1ccccc1 (stereo not given) | 0 | 0 | -2 | -1 | 0 | 2 | 1 | 0 | 3 | -5
NS(=O)(=O)c1cc(C(=O)N2CCc3ccccc32)c(Cl)cc1Cl | -1 | 0 | -6 | 2 | 4 | 1 | 0 | 3 | -6 | 4
CC(=O)c1ccc(NC(=O)C2=CC(c3ccco3)=NS(=O)(=O)N2C)cc1 | 5 | -1 | -2 | 4 | -5 | -4 | -3 | 7 | 6 | 7
Cc1oc2cc(O)cc(O)c2c(=O)c1-c1ccc2c(c1)OCCCO2 | -3 | 3 | -6 | -4 | -2 | -1 | 1 | 1 | 1 | 7

Sorted by value in GC-B act (ascending): 4 from the list above.
SMILES	GC-B act
CC(=O)c1ccc(NC(=O)C2=CC(c3ccco3)=NS(=O)(=O)N2C)cc1	-4
Cc1oc2cc(O)cc(O)c2c(=O)c1-c1ccc2c(c1)OCCCO2	-1
NS(=O)(=O)c1cc(C(=O)N2CCc3ccccc32)c(Cl)cc1Cl	1
C/C(CC(=O)N1CCCC1)=N\NC(=O)c1cc2ccccc2cc1O	2

Remaining list, next part:
SMILES | MBD2 DNA inh | TCR CD3 inh | ABHD4 inh | UHRF1 binding | SIAE primary | GC-B act | NPR1 activator | PRMT1 FP inh | HTRA1 inh | rCAG RNA binder
CCOC(=O)Cc1csc(N/C(=N/S(=O)(=O)c2cc(Br)ccc2OCC)c2ccccc2)n1 | 0 | 0 | -8 | -1 | -8 | 8 | 2 | 1 | -7 | 28
O=C(CCc1nnc(CCc2c[nH]c3ccccc23)o1)NC1CCC1 | -4 | 6 | 3 | 0 | -5 | 5 | 1 | -1 | 3 | -2
CCOc1ccc(NC(=O)CNC(=O)c2nn(-c3ccc(OC)cc3)c(=O)c3ccccc23)cc1 | 6 | -6 | -12 | 3 | -20 | 4 | -2 | 5 | -3 | 2
Cc1ccc(OCCC(=O)Nc2ccc(F)c(Cl)c2)cc1 | 0 | 12 | -7 | 0 | -7 | 2 | -1 | 0 | -27 | -3
O=C(c1ccc([N+](=O)[O-])cc1)N(C1=NCCCCS1)c1ccccc1 | 5 | -1 | -2 | 1 | 1 | -6 | -6 | 0 | -2 | -3
COc1cc2c(cc1OC)C(C(=O)NCCN1CCOCC1)C1c3ccccc3CCN1C2=O (stereo not given) | 1 | 7 | 9 | -2 | 1 | 4 | -4 | -3 | 0 | -5
CSc1ccccc1C(=O)NCCOc1cccc(C)c1 | 6 | 5 | -4 | -2 | 2 | 4 | -5 | -3 | 4 | -3
O=C(Cc1cccc(NC(=O)C2CCN(C(=O)C3CC3)CC2)c1)Nc1cccc(C(=O)N2CCOCC2)c1 | -7 | 5 | -3 | -2 | 4 | 5 | 0 | -3 | -1 | 0
Cc1cc(O)ccc1N=Cc1c(C(F)(F)F)[nH][nH]c1=O | -7 | 84* | 109* | -10 | 73* | -4 | 5 | 25* | 104* | -1
CCCCn1c(Nc2ccccc2)nc2ccccc21 | 3 | 4 | 1 | -1 | 11 | 9 | 1 | -4 | -6 | -4
Cn1c(/C(C#N)=C(\O)c2ccc(Cl)s2)nc2ccccc21 | -1 | 8 | -3 | -2 | -1 | -1 | 5 | -2 | 1 | 2
O=C(NC1CC2CCC1C2)c1ccco1 (stereo not given) | -9 | 11 | -4 | 0 | 8 | 2 | 1 | -3 | 2 | 0
CCC1(C)Cc2c(sc3c2c(=O)n(C)c2nnc(SCc4ccccc4)n32)CO1 (stereo not given) | 3 | 0 | -4 | 7 | -3 | -1 | 2 | 0 | -9 | -1
FC(F)(F)c1cnc(-c2cnc(-c3cccnc3)nc2)c(Cl)c1 | 1 | 0 | -8 | 3 | -3 | -1 | -3 | -3 | 1 | 5
C=CCC1(CC=C)CCCN1C(=O)C1CCC(=O)N(CCc2ccc(OC)cc2)C1 (stereo not given) | 6 | 5 | 0 | 1 | -4 | -6 | -4 | -1 | 6 | -11

Rewritten tab-delimited: entries from further up
mol	MBD2 DNA inh	TCR CD3 inh	ABHD4 inh	UHRF1 binding	SIAE primary	GC-B act	NPR1 activator	PRMT1 FP inh	HTRA1 inh	rCAG RNA binder
C/C(CC(=O)N1CCCC1)=N\NC(=O)c1cc2ccccc2cc1O	2	6	36*	-3	17*	2	-1	2	48*	38*
O=C(CCc1nnc(CCc2c[nH]c3ccccc23)o1)NC1CCC1	-4	6	3	0	-5	5	1	-1	3	-2

(continued)
SMILES | MBD2 DNA inh | TCR CD3 inh | ABHD4 inh | UHRF1 binding | SIAE primary | GC-B act | NPR1 activator | PRMT1 FP inh | HTRA1 inh | rCAG RNA binder
CCOC(=O)N1CCC(c2nc3ccccc3[nH]2)CC1 | -6 | 8 | 4 | 5 | -1 | 5 | -1 | -1 | 3 | 0
COc1cccc(-c2cnc3c(NC=O)cc(-c4ccoc4)cn23)c1 | 0 | 0 | 9 | -2 | -7 | 1 | 1 | 7 | x | 18
COc1ccccc1N1CCN(C(c2cccs2)C(C)NC(=O)C(=O)N2CCOCC2)CC1 (stereo not given) | -1 | -1 | -4 | 0 | 3 | 10 | 2 | 0 | 1 | -5
CCOC(=O)n1c(=O)oc2ccccc21 | 3 | 8 | 5 | 1 | 0 | 2 | 1 | 0 | 5 | 0
Cc1cc(=O)n2c3ccccc3n(CC(O)CN3CCC(C)CC3)c2c1C#N (stereo not given) | -3 | 2 | 1 | 1 | 0 | 2 | 2 | -3 | -1 | -2
O=C1CCC(C(=O)OC(C(=O)c2c[nH]c3ccccc23)c2ccccc2)=NN1 (stereo not given) | 0 | -3 | -1 | -1 | 0 | -15 | -13 | 0 | -16 | 9
CN(C)c1ccc(CN(C(=O)c2ccc(Cl)c([N+](=O)[O-])c2)C2CCS(=O)(=O)C2)cc1 (stereo not given) | -2 | 5 | -13 | -1 | 7 | 5 | -1 | -5 | -2 | 0
O=C(/C=C/c1cccs1)NC(=S)Nc1ccc(S(=O)(=O)Nc2ccccc2C(F)(F)F)cc1 | 2 | 3 | -16 | -2 | -2 | 3 | -1 | -1 | -82 | 56*
COc1ccc(NC(=O)C2(C)CCCN(C(C)C)C2)cc1F (stereo not given) | -2 | -4 | -1 | 2 | -1 | -2 | -1 | 0 | x | -1
O=[N+]([O-])c1ccccc1CS(=O)(=O)c1ccccc1 | 3 | 0 | -2 | -3 | 5 | 4 | -2 | -5 | 1 | 1
CC1(C(=O)NS(=O)(=O)c2cccc(F)c2)CCN1C(=O)CC1CCCCC1 (stereo not given) | 3 | 3 | 3 | -2 | 0 | 3 | 0 | 1 | x | 6
CCOC(=O)C1=C(C)OC(N)=C(C#N)C1c1cc(Cl)c(OCC(N)=O)c(OC)c1 (stereo not given) | -5 | 2 | 3 | -4 | 5 | -7 | -6 | 1 | -6 | 2
Cc1cc(N2CCc3ccccc32)n2ncnc2n1 | 11 | -5 | -15 | 3 | -7 | 7 | 6 | 4 | 2 | 3
C[C@H](CO)N1C[C@H](C)[C@@H](CN(C)Cc2ccc(Oc3ccccc3)cc2)Oc2c(NC(=O)c3ccncc3)cccc2C1=O | 6 | -9 | -19 | 6 | -10 | -2 | 1 | 0 | -78 | 9
CCCc1cnc(N2CCN(C(=O)c3ccccc3)CC2)nc1 | -2 | 5 | 9 | 1 | -2 | 1 | 0 | 2 | 3 | -4
CCc1nnc(NS(=O)(=O)c2ccc(N/C=C/C(=O)c3ccc(C)cc3)cc2)s1 | -5 | 4 | 23 | -3 | -7 | -5 | -6 | 0 | -14 | 50*
O=C(COC(=O)CC(c1ccccc1)c1ccccc1)NCc1ccccc1 | 1 | 8 | -3 | 9 | 1 | 1 | -1 | -2 | -17 | -6
CCc1nnc(NS(=O)(=O)c2ccccc2)s1 | 2 | 4 | 0 | 0 | -1 | 2 | -6 | 2 | 5 | 1
CCc1nnc(NC(=O)CSc2nc3cc(OC)ccc3cc2C)s1 | 3 | -8 | 1 | -1 | 0 | -4 | -2 | 0 | -4 | 0
O=C(c1cccc(Cl)c1)N1CCCC(C(=O)N2CCCCCC2)C1 (stereo not given) | -6 | 2 | 3 | 1 | 2 | 2 | -2 | 0 | 11 | -1
O=C(CCCC(=O)N1CCN(c2ccccc2F)CC1)c1ccccc1 | -1 | 8 | -4 | 0 | -6 | 2 | -2 | -1 | -5 | 0
CC(=O)Nc1ccc(Nc2nc(C(F)(F)F)nc3c2nnn3Cc2ccccc2Cl)cc1 | 0 | 3 | -4 | -2 | -7 | -4 | -12 | 1 | 3 | 8
O=C(c1cnc(Cc2c[nH]c3ccccc23)c(I)c1)N1CCN(Cc2ccccc2)CC1 | -6 | 1 | -3 | -5 | 11 | 2 | -1 | 0 | x | 3
O=C(CSc1nnc2ccc(-c3ccc(F)cc3)nn12)N1CCCC1 | -6 | -6 | 4 | -4 | 1 | -5 | -5 | -1 | -1 | 3
CC1(C)CC(=O)C=C(C#CC2(O)CCCCC2)C1 | 2 | 1 | 0 | -1 | -8 | 1 | 4 | -2 | -2 | 2
CC/C(=C/c1ccccc1)c1cccc2[nH]c3c(OC)cccc3c12 | -2 | 1 | -5 | 0 | 3 | 1 | -3 | -2 | 21 | 13
